Source: PubChem BioAssay
UPR CHOP act – activators of apoptotic arm of unfolded protein response (CHOP). CHO-CHOP luciferase reporter, UPR activation, luminescence; percent of tunicamycin response over DMSO baseline. activation, % at 10 µM. actives 0.34% (n = 330,000). AID 449763;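 active = at 10 µM dose, activation of 40% or more, normalized to positive control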;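 also: 100% = tunicamycin at 10 µg/mL and 0% = DMSO alone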
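System: CHO-CHOP luciferase reporter cell line; amount: 500 cells/well; buffer or medium: F12 medium containing 10% fetal bovine serum; incubation: 6 h compound exposure at 37 °C after overnight seeding; measured by: luciferase luminescence after 10 min with Steady-Glo reagent; evaluation: % reporter activation, DMSO baseline versus tunicamycin full activation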
Jurkat NFkB inh – lowers PMA/ionomycin-induced NF-kB signal in Jurkat cells | actives 0.53% (n = 330,000) | inhibition, % at 4 µM | PMA/ionomycin-induced NF-kB luciferase reporter, luminescence; in the data active = inhibition above about 50%
CXCR6 inh – CXCR6 (human) receptor inhibition | CHO-K1 PathHunter CXCR6 beta-arrestin, luminescence | inhibition, % at 20 µM | actives 0.36% (n = 360,000); in the data active = inhibition above about 34%, passing the limit was not always enough;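 also: antagonist mode with CXCL16 agonist at 10 nM final; 0% = 10 nM CXCL16 with DMSO and 100% = unstimulated wells without agonist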
697 NFkB inh – inhibitors of the PMA/ionomycin-induced NF-kB reporter in 697 B cells | 697 B-cell NF-kB luciferase reporter, 16 h | inhibition, % at 4 µM | actives 0.33% (n = 330,000) | AID 435022; in the data active = inhibition above about 35%
Mdm2-MdmX inh – disrupts the human Mdm2-MdmX interaction; AID 485346; SaOS-2 split-luciferase Mdm2/MdmX complementation, luminescence; actives 3% (n = 330,000); inhibition, % at 8 µM;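 active = inhibition of at least 50% at 8 µM in the primary screen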
Target sequence (O15151 whole entry, looked up): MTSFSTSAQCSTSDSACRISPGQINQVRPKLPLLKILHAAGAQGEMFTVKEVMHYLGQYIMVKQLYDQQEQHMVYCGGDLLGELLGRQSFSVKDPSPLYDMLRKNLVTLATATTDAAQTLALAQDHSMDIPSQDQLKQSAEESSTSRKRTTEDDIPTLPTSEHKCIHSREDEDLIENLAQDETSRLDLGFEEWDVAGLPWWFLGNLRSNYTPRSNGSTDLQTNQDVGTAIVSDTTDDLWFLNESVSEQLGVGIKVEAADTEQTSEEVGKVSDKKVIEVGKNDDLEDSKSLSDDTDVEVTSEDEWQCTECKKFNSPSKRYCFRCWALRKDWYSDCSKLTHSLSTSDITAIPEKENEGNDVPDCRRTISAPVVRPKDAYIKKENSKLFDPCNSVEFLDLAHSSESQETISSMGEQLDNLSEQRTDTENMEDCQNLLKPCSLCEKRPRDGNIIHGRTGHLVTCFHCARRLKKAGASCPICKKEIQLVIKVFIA
Target sequence (Q00987 whole entry, looked up): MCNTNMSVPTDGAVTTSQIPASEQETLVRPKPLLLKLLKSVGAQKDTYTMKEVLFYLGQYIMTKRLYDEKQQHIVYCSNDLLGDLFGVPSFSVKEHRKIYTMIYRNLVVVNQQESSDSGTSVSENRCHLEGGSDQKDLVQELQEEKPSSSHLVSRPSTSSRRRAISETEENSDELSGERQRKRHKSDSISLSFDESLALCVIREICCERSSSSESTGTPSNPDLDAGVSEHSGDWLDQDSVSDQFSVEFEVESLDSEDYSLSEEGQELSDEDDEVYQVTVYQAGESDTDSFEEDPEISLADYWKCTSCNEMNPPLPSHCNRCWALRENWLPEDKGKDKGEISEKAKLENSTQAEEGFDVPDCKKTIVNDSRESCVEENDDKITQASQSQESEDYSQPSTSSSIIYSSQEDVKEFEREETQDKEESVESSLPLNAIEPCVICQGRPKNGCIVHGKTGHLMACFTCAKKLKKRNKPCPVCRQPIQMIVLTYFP
EBI2 block – EBI2 (human) antagonism. inhibition, % at 5 µM. EBI2 beta-arrestin recruitment, luminescence, 7a,25-OHC stimulated. actives 0.81% (n = 360,000); in the data active = inhibition above about 38%;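 also: enzyme fragment complementation signal reports receptor beta-arrestin coupling in cells; 0% = agonist plus DMSO wells and 100% = wells without agonist; some results beyond the cut were filed as inactive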
UPR XBP1 act – activators of adaptive arm of unfolded protein response (XBP1); actives 0.33% (n = 330,000); AID 463104; CHO-XBP1 luciferase reporter, IRE1-XBP1 UPR activation, luminescence; percent of tunicamycin response, DMSO as zero; activation, % at 20 µM;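 active = versus positive control, 20 µM dose yields 30% or more activation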;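 also: 100% = tunicamycin at 10 µg/mL and 0% = DMSO only wells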
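Material: CHO cell line with stable XBP1 luciferase reporter; schedule: 16-18 h cell attachment at 37 °C, then 6 h compound exposure; signal: glow luminescence from Steady-Glo reagent; medium: serum-containing F12 medium, 10% FBS; benchmarks: tunicamycin 10 µg/mL and vehicle-only wells; read-out: percent activation relative to tunicamycin reference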
Gli-Sufu antag – Gli-Sufu pathway antagonism; Sufu-KO-LIGHT fibroblasts, Gli luciferase reporter luminescence; inhibition, % at 5 µM; actives 0.74% (n = 340,000); AID 588413;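 active = inhibition above about 55%, limit read from the data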;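 also: 0% = DMSO-treated cells and 100% = wells with medium but no cells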
CCR6 antagonist – blocks CCL20-driven beta-arrestin recruitment at human CCR6; P51684; CHO-K1 CCR6 PathHunter beta-arrestin, luminescence, CCL20-stimulated; inhibition, % at 20 µM; actives 0.49% (n = 340,000);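 active = compounds whose inhibition of the agonist-driven luminescence signal at 20 µM reaches about 50%, limit read from the data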;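 also: cells stimulated with CCL20 at 14 nM final; plate controls were DMSO with CCL20 for no effect and DMSO without agonist for full effect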
An asterisk follows results filed as active.

For COC(=O)c1ccc(C2C(C(=O)Nc3ccc(C)cc3C)=C(C)Nc3ncnn32)cc1 (configuration not stated) the results were UPR CHOP act -0.7, Jurkat NFkB inh -4, CXCR6 inh 8, 697 NFkB inh 2, Mdm2-MdmX inh 0, EBI2 block 0, UPR XBP1 act -2, Gli-Sufu antag -4 and CCR6 antagonist -3.
`CCN(CC)CC(=O)Nc1ccc(Oc2ccc(NC(=O)CN(CC)CC)cc2)cc1` gave UPR CHOP act 1.5, Jurkat NFkB inh 7, CXCR6 inh 6, 697 NFkB inh 6, Mdm2-MdmX inh 33, EBI2 block -6, UPR XBP1 act -2, Gli-Sufu antag 5 and CCR6 antagonist 10.
`O=C(COC(=O)c1ccc(N2CCCC2=O)cc1)NCc1ccco1` gave UPR CHOP act -1.6, Jurkat NFkB inh 0, CXCR6 inh -11, 697 NFkB inh 2, Mdm2-MdmX inh 11, EBI2 block 5, UPR XBP1 act 0, Gli-Sufu antag 6 and CCR6 antagonist -1.
COc1ccc(NC(=O)c2cc3cccc(OC)c3oc2=Nc2ccc(C(=O)O)cc2)cc1OC was read as CXCR6 inh 0, EBI2 block -9, Gli-Sufu antag -12 and CCR6 antagonist -12.
For COC(=O)COc1ccc(S(=O)(=O)NCc2ccncc2)cc1 the results were UPR CHOP act 2.7, Jurkat NFkB inh 17, CXCR6 inh -7, 697 NFkB inh 10, Mdm2-MdmX inh 26, EBI2 block -5, UPR XBP1 act -2, Gli-Sufu antag 20 and CCR6 antagonist 11.
`COc1ccccc1C1OC(c2cccc([N+](=O)[O-])c2)=NN1C(C)=O` (configuration not stated) gave UPR CHOP act -0.4, Jurkat NFkB inh 1, CXCR6 inh 0, 697 NFkB inh 14, Mdm2-MdmX inh 36, EBI2 block -7, UPR XBP1 act -2, Gli-Sufu antag 5 and CCR6 antagonist 12.
COc1ccc(-n2c(=O)c3ccccc3n(CC(=O)NC3CCCCC3)c2=O)cc1 was read as UPR CHOP act -0.9, Jurkat NFkB inh 5, CXCR6 inh 4, 697 NFkB inh 4, Mdm2-MdmX inh 13, EBI2 block -3, UPR XBP1 act 2, Gli-Sufu antag -1 and CCR6 antagonist 2.
CCOC(=O)C1(C(=O)OCC)NC(=O)CC1C (configuration not stated) was read as CXCR6 inh 0, EBI2 block -2, Gli-Sufu antag 3 and CCR6 antagonist -5.
`CCOC(=O)C1CCCCN1Cc1cccc(Oc2ccccc2)c1` (configuration not stated) gave UPR CHOP act 2.0, Jurkat NFkB inh 8, CXCR6 inh 7, 697 NFkB inh 7, Mdm2-MdmX inh -19, EBI2 block 13, UPR XBP1 act -5, Gli-Sufu antag 11 and CCR6 antagonist 25.
Cc1[nH]cnc1CN1CCc2c(c3ccccc3n2C)C1=O was read as UPR CHOP act -1.4, Jurkat NFkB inh -5, CXCR6 inh -2, 697 NFkB inh 5, Mdm2-MdmX inh 5, EBI2 block -8, UPR XBP1 act -7, Gli-Sufu antag 6 and CCR6 antagonist -11.
`Cc1cc(-c2ccccc2)oc(=O)c1NC(=O)c1ccccc1` gave UPR CHOP act -0.3, Jurkat NFkB inh 10, CXCR6 inh -9, 697 NFkB inh 9, Mdm2-MdmX inh -12, EBI2 block -7, UPR XBP1 act 3, Gli-Sufu antag -9 and CCR6 antagonist 9.
For Cc1cc(Br)cc(C=Nc2ccc(N3CCOCC3)cc2)c1O the results were UPR CHOP act 0.9, Jurkat NFkB inh -19, CXCR6 inh 31, 697 NFkB inh -2, Mdm2-MdmX inh 12, EBI2 block 1, UPR XBP1 act -4, Gli-Sufu antag 4 and CCR6 antagonist 15.

Part of the list above in order of SMILES length, smallest number first:
For Cc1cc(Br)cc(C=Nc2ccc(N3CCOCC3)cc2)c1O the results were UPR CHOP act 0.9, Jurkat NFkB inh -19, CXCR6 inh 31, 697 NFkB inh -2, Mdm2-MdmX inh 12, EBI2 block 1, UPR XBP1 act -4, Gli-Sufu antag 4 and CCR6 antagonist 15.
`CCN(CC)CC(=O)Nc1ccc(Oc2ccc(NC(=O)CN(CC)CC)cc2)cc1` gave UPR CHOP act 1.5, Jurkat NFkB inh 7, CXCR6 inh 6, 697 NFkB inh 6, Mdm2-MdmX inh 33, EBI2 block -6, UPR XBP1 act -2, Gli-Sufu antag 5 and CCR6 antagonist 10.
For COC(=O)c1ccc(C2C(C(=O)Nc3ccc(C)cc3C)=C(C)Nc3ncnn32)cc1 (configuration not stated) the results were UPR CHOP act -0.7, Jurkat NFkB inh -4, CXCR6 inh 8, 697 NFkB inh 2, Mdm2-MdmX inh 0, EBI2 block 0, UPR XBP1 act -2, Gli-Sufu antag -4 and CCR6 antagonist -3.

Additional compounds:
Screening CNC(=S)Nc1ccc(OC(F)(F)F)cc1 returned UPR CHOP act -1.9, Jurkat NFkB inh -12, CXCR6 inh 0, 697 NFkB inh 9, Mdm2-MdmX inh -7, EBI2 block 7, UPR XBP1 act -3, Gli-Sufu antag 1 and CCR6 antagonist 1.
Screening Cc1ccc(NC2CCCN(C(=O)c3ccccn3)C2)cc1C (configuration not stated) returned UPR CHOP act -3.1, Jurkat NFkB inh -11, CXCR6 inh -8, 697 NFkB inh 6, Mdm2-MdmX inh 9, EBI2 block -8, UPR XBP1 act -2, Gli-Sufu antag -9 and CCR6 antagonist -6.
Cc1ccc(NC(=O)C2=CN3CCS(=O)(=O)N=C3C=C2)cc1 was read as UPR CHOP act 1.5, Jurkat NFkB inh -1, CXCR6 inh 6, 697 NFkB inh -1, Mdm2-MdmX inh 27, EBI2 block -9, UPR XBP1 act 1, Gli-Sufu antag 1 and CCR6 antagonist -4.
Screening COc1ccc(-c2c(-c3cc(OC)cc(OC)c3)n(C)c3ccc(-c4ccn[nH]4)cc23)cc1 returned UPR CHOP act 0.5, Jurkat NFkB inh 6, CXCR6 inh 5, 697 NFkB inh -1, Mdm2-MdmX inh 38, EBI2 block -1, UPR XBP1 act -2, Gli-Sufu antag -3 and CCR6 antagonist 11.
`CN(c1ccc(OCC(=O)Nc2ccc(S(N)(=O)=O)cc2)cc1)S(=O)(=O)c1ccc(F)cc1` gave CXCR6 inh -21, EBI2 block 7, Gli-Sufu antag 0 and CCR6 antagonist 10.
Screening O=C(CC12CC3CC(CC(Br)(C3)C1)C2)OCCN1CCCCC1 returned UPR CHOP act -0.4, Jurkat NFkB inh -13, CXCR6 inh 0, 697 NFkB inh 3, Mdm2-MdmX inh 13, EBI2 block -7, UPR XBP1 act 1 and CCR6 antagonist -2.
Cc1ccc(OCCN2C(=O)C(=O)c3cc(C)ccc32)cc1 was read as UPR CHOP act 1.8, Jurkat NFkB inh 5, CXCR6 inh 21, 697 NFkB inh 0, Mdm2-MdmX inh 62*, EBI2 block 16, UPR XBP1 act 18, Gli-Sufu antag 33 and CCR6 antagonist 52*.
`C[C@@H]1CC=C[C@H]2[C@H]1C(=O)N(Cc1ccccc1)[C@H]2c1ccc(F)c(/C=C/c2ccccc2)c1` gave UPR CHOP act 1.5, Jurkat NFkB inh 13, CXCR6 inh 9, 697 NFkB inh 2, Mdm2-MdmX inh 46, EBI2 block 4, UPR XBP1 act -1, Gli-Sufu antag 3 and CCR6 antagonist 26.
Cc1ccc(C(=O)Nc2ccc(S(=O)(=O)N3CCN(C)CC3)cc2)o1 was read as UPR CHOP act -1.1, Jurkat NFkB inh -2, CXCR6 inh -4, 697 NFkB inh 11, Mdm2-MdmX inh -20, EBI2 block 0, UPR XBP1 act 1, Gli-Sufu antag 2 and CCR6 antagonist 1.
For COc1ccc(N2C(=O)CC(N3CCC(c4nc5ccccc5[nH]4)CC3)C2=O)cc1 (configuration not stated) the results were UPR CHOP act -0.6, Jurkat NFkB inh -14, CXCR6 inh 1, 697 NFkB inh -5, Mdm2-MdmX inh -12, EBI2 block -12, UPR XBP1 act -2, Gli-Sufu antag -10 and CCR6 antagonist -5.
For Cc1ccc(F)cc1NCC(=O)Nc1ccc(Cl)cc1F the results were UPR CHOP act -0.3, Jurkat NFkB inh -14, CXCR6 inh -8, 697 NFkB inh -12, Mdm2-MdmX inh -27, EBI2 block 6, UPR XBP1 act 1, Gli-Sufu antag -6 and CCR6 antagonist 8.
CC(NC(=O)OCc1ccccc1)C(=O)NCC(=O)NC(Cc1ccc(OC(C)(C)C)cc1)C(=O)OC(C)(C)C (configuration not stated) was read as UPR CHOP act 4.9, Jurkat NFkB inh 0, CXCR6 inh 2, 697 NFkB inh -26, Mdm2-MdmX inh -24, EBI2 block 17, UPR XBP1 act -3, Gli-Sufu antag 9 and CCR6 antagonist 7.
For CCOC(=O)COc1ccc(S(=O)(=O)NCc2ccco2)cc1 the results were UPR CHOP act -2.2, Jurkat NFkB inh 3, CXCR6 inh -3, 697 NFkB inh 0, Mdm2-MdmX inh 9, EBI2 block -7, UPR XBP1 act -3, Gli-Sufu antag -11 and CCR6 antagonist 1.
CCCCCc1ccc(C(=O)CCC(=O)OCC(=O)N(CC)c2c(N)n(Cc3ccccc3)c(=O)[nH]c2=O)cc1 was read as UPR CHOP act 1.0, Jurkat NFkB inh 8, CXCR6 inh 14, 697 NFkB inh -21, Mdm2-MdmX inh 11, EBI2 block 4, UPR XBP1 act 0, Gli-Sufu antag -14 and CCR6 antagonist 1.
CN(C(=O)c1ccc(NC(=O)Cc2cccc(NC(=O)C3CCCN(S(=O)(=O)c4cccc([N+](=O)[O-])c4)C3)c2)cc1)C1CC1 (configuration not stated) was read as CXCR6 inh -8, EBI2 block -15, Gli-Sufu antag -8 and CCR6 antagonist 6.
CC(NCC(=O)NC(=O)NC1CCCC1)c1ccc(Cl)cc1Cl (configuration not stated) was read as UPR CHOP act 0.7, Jurkat NFkB inh 10, CXCR6 inh -9, 697 NFkB inh 8, Mdm2-MdmX inh -6, EBI2 block 7, UPR XBP1 act 2, Gli-Sufu antag -13 and CCR6 antagonist 10.
`COC(=O)c1cccc(NC(=O)Cc2ccsc2)c1` gave UPR CHOP act -0.7, Jurkat NFkB inh -17, CXCR6 inh -1, 697 NFkB inh 15, Mdm2-MdmX inh 32, EBI2 block 2, UPR XBP1 act -2, Gli-Sufu antag -3 and CCR6 antagonist 5.
For O=C(COC(=O)c1ccc2ncsc2c1)Nc1ccc(OC(F)(F)F)cc1 the results were UPR CHOP act 0.8, Jurkat NFkB inh -3, CXCR6 inh -4, 697 NFkB inh -46, Mdm2-MdmX inh -4, EBI2 block -3, UPR XBP1 act 0, Gli-Sufu antag -34 and CCR6 antagonist 5.
`COc1ccc(/C=N\NC(=O)c2ccccc2Br)cc1COc1ccccc1` gave UPR CHOP act -0.5, Jurkat NFkB inh 8, CXCR6 inh -2, 697 NFkB inh -19, Mdm2-MdmX inh 12, EBI2 block -4, UPR XBP1 act -3, Gli-Sufu antag -20 and CCR6 antagonist 6.
`CC(O)c1nc2ccccc2n1CCCOc1ccccc1` (configuration not stated) gave UPR CHOP act 1.2, Jurkat NFkB inh 12, CXCR6 inh -1, 697 NFkB inh -18, Mdm2-MdmX inh -5, EBI2 block -17, UPR XBP1 act 2, Gli-Sufu antag 1 and CCR6 antagonist 7.
For O=c1c(S(=O)(=O)c2ccc(Cl)cc2)cn(Cc2cccc(F)c2)c2ccc(F)cc12 the results were UPR CHOP act 3.8, Jurkat NFkB inh 0, CXCR6 inh -1, 697 NFkB inh -10, Mdm2-MdmX inh 21, EBI2 block 9, UPR XBP1 act -3, Gli-Sufu antag 18 and CCR6 antagonist 10.
Screening CN1C(=O)[C@H](Cc2ccc([N+](=O)[O-])cc2)NC1=S returned UPR CHOP act -1.5, Jurkat NFkB inh 6, CXCR6 inh 19, 697 NFkB inh -8, Mdm2-MdmX inh 49, EBI2 block 4, UPR XBP1 act -2, Gli-Sufu antag 24 and CCR6 antagonist 33.
